Assay outcomes from PubChem.
Autofluor Jurkat: compound fluoresces in Jurkat cells, VLA-4 screen interference. compound autofluorescence, flow cytometry; active compounds read high; 1 = vehicle-only cell background. actives 0.61% (n = 24,000). AID 576. fluorescence ratio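 (tested at 10 µM compound in the well)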;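 active = fluorescence ratio above 2.44, which is 1 plus 3 SD of all ratios; inconclusive = signal too bright to measure linearly, ratio around 10 or more; inactive = fluorescence ratio below 2.44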;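 note: green fluorescence of cells measured with 488 nm excitation and 530 nm emission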
LNCaP diff act: LNCaP prostate cell differentiation activation. flow cytometry side scatter, 4 d. side scatter shift, % at 10 µM. actives 0.56% (n = 24,000);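 active = side scatter shift above 30%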;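 note: androgen-responsive LNCaP prostate cancer cells in charcoal-stripped serum medium; percent of cells past a gate set so DMSO wells show 10% shift; higher shift means more granular cells and more differentiation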
VLA-4 antagonist: inhibitors of LDV-FITC ligand binding to Mn2+-activated human VLA-4 integrin | actives 0.2% (n = 24,000) | P13612 | inhibition, % at 10 µM (by protocol) | Jurkat cells, LDV-FITC binding with Mn2+, flow cytometry; 100% = Mn2+-driven binding gain fully reversed;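 active = inhibition above 50%; inconclusive = compound itself fluorescent, judged against control cell fluorescence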;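 note: 0% = Mn2+ stimulated cells lacking compound and 100% = ligand binding without Mn2+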
Target sequence (P13612 whole entry, looked up): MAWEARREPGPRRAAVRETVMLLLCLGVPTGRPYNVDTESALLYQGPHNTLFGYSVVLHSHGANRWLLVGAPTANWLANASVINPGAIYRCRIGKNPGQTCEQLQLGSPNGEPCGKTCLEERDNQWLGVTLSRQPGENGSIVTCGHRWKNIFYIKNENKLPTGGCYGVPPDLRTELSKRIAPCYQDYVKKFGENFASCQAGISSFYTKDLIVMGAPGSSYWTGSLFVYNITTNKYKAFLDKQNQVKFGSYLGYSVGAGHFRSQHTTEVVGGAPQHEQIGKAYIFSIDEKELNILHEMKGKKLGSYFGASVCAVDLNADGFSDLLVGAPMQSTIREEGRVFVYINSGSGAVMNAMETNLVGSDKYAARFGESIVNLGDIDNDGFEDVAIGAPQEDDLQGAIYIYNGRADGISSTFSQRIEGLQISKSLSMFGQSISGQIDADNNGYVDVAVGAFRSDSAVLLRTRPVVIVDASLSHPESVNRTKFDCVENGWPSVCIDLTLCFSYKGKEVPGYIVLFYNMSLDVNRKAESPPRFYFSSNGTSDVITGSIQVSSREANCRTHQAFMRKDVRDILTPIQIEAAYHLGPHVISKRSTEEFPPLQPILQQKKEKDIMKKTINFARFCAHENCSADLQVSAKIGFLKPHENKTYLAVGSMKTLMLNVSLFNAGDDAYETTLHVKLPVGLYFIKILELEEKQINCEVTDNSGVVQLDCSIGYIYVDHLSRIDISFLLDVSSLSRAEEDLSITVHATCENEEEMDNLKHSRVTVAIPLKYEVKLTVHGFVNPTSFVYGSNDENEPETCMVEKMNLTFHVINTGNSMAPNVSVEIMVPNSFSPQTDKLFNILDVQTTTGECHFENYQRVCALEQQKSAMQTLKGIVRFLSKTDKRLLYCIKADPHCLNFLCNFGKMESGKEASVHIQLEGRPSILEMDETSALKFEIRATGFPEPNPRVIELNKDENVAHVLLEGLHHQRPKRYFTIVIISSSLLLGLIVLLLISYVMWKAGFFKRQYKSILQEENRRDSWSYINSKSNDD
VLA-4 allo ag: allosterically activates the human VLA-4 integrin; P13612; Jurkat cells, LDV-FITC binding, flow cytometry; activation, % at 10 µM (by protocol); 24,000 tested, under 10 active; AID 528;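 active = fluorescent ligand binding to cells raised by more than 40% of the manganese-induced maximum; inconclusive = compound's own fluorescence above 85% of the ligand control signal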;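 note: 0% = ligand binding without compound and 100% = manganese-stimulated maximal binding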
An asterisk follows results filed as active; ? = inconclusive.

Autofluor Jurkat	LNCaP diff act	VLA-4 allo ag	VLA-4 antagonist	compound
1.1	9	-4	1	O=C(O)CN1CCN(Cc2ccccc2)C1=O
0.96	5	-1	5	COc1ccc2c(c1)CCc1c(C(=O)NC3CCCCC3)noc1-2
1	6	1	-10	O=C(CSc1nccn1-c1cccc(Cl)c1)NC1CCCC1
0.98	7	4	-4	Fc1ccc(-c2nnc3ccc(N4CCCC4)nn23)cc1
1.1	16	?	?	CCN1CCN(C(=O)c2ccc3c(=O)n(C4CCCC4)c(=S)[nH]c3c2)CC1
3.6*	22	?	?	COc1ccc(OC)c(C2C=C(c3ccc(C)c(C)c3)Nc3nnnn32)c1 (stereo not drawn)
1	7	0	-3	CC1CCN(C(=O)CSc2nnc(Cc3cc(=O)[nH]c(=O)[nH]3)n2-c2ccc(Cl)cc2)CC1
0.99	8	1	21	Cn1cc(CC(=O)N2CCN(c3ccc(Cl)cc3)CC2)c2ccccc21
1	13	3	-14	CN1C(=O)CSc2ccc(C(=O)O)cc21
1.2	7	?	?	O=C(Nc1ccc(-n2nncc2-c2ccco2)cc1)c1cc2ccccc2oc1=O
0.9	12	?	?	Cc1ccc(C)c(N2CCN(C(=O)c3cc4ccccc4oc3=O)CC2)c1
1.1	2	1	-15	Cc1ccc(CNC(=O)c2cc3c(=O)n(C)c4ccccc4c3n2C)o1
1.1	3	-4	-4	Cc1n[nH]c(C)c1N1C(=O)c2cccc3cc(Br)cc(c23)C1=O
1	8	1	4	COC(=O)n1c(=O)oc2cc(S(=O)(=O)N3CCOCC3)ccc21
1.1	10	8	-21	CCc1nnc(NC(=O)c2ccc(S(=O)(=O)NC3CCCCC3)cc2)s1
1	4	1	-11	CCc1cc2c(cc(C(=O)O)n2C)s1
1	10	2	-2	CCC(c1c(C)n(C)n(-c2ccccc2)c1=O)c1c(C)n(C)n(-c2ccccc2)c1=O
1.1	1	?	?	CC(C)(O)C#Cc1ccc(C(=O)NCc2cccs2)s1
1	5	-10	6	COc1ccc2cc(CN(CCO)C(=O)c3ccc(Br)cc3)c(=O)[nH]c2c1
0.95	8	3	-9	O=C(C1CCN(c2nnc(-n3cccc3)s2)CC1)N1CCOCC1

Exported with each value named: part of the list above
CCc1nnc(NC(=O)c2ccc(S(=O)(=O)NC3CCCCC3)cc2)s1
  Autofluor Jurkat = 1.1 | LNCaP diff act = 10 | VLA-4 allo ag = 8 | VLA-4 antagonist = -21
CCc1cc2c(cc(C(=O)O)n2C)s1
  Autofluor Jurkat = 1 | LNCaP diff act = 4 | VLA-4 allo ag = 1 | VLA-4 antagonist = -11
CCC(c1c(C)n(C)n(-c2ccccc2)c1=O)c1c(C)n(C)n(-c2ccccc2)c1=O
  Autofluor Jurkat = 1 | LNCaP diff act = 10 | VLA-4 allo ag = 2 | VLA-4 antagonist = -2
CC(C)(O)C#Cc1ccc(C(=O)NCc2cccs2)s1
  Autofluor Jurkat = 1.1 | LNCaP diff act = 1 | VLA-4 allo ag = ? | VLA-4 antagonist = ?

The main list resumes, repeating the 2 entries before the break.
Autofluor Jurkat	LNCaP diff act	VLA-4 allo ag	VLA-4 antagonist	compound
1	5	-10	6	COc1ccc2cc(CN(CCO)C(=O)c3ccc(Br)cc3)c(=O)[nH]c2c1
0.95	8	3	-9	O=C(C1CCN(c2nnc(-n3cccc3)s2)CC1)N1CCOCC1
1.1	6	?	?	COc1cc(-c2nnc(SCc3c(F)cccc3Cl)o2)cc(OC)c1OC
1.9	4	?	?	Cc1noc(C)c1S(=O)(=O)N(CC(=O)N1CCCCCC1)c1ccc(C(C)C)cc1
1.1	5	2	18	O=C(c1sccc1-n1cccc1)N1CCCC1
0.97	3	-15	4	CCOC(=O)c1cccc(NC(=O)C2CCC(CNc3c(N4CCOCC4)c(=O)c3=O)CC2)c1 (stereo not drawn)
1	13	2	2	O=C(NCCN1CCOCC1)NC1(C(F)(F)F)Oc2ccc(Cl)cc2O1 (stereo not drawn)
1.2	11	0	-4	O=C(CCCCn1c(=O)c2ccccc2n(Cc2ccc(F)cc2)c1=O)NCc1ccco1
1.2	11	-8	-1	O=C(Nc1ccc(-c2noc(CCc3ccccc3)n2)cc1)c1cccnc1
1	10	-1	-2	CCOC(=O)c1oc2cccc(OC(C)=O)c2c1C
1.1	3	-8	19	CCN1CCN(c2cc(C)c3cc(NC(=O)Cc4ccc(OC)c(OC)c4)ccc3n2)CC1
1.1	7	-2	2	O=C(C1CCC1)N1CCc2cc(S(=O)(=O)NCc3cccnc3)ccc21
1.1	10	1	-11	O=C(Nc1ccccc1C(=O)N1CCCCCC1)c1cccc(S(=O)(=O)N2CCOCC2)c1
0.87	4	3	-15	CCCCCOC(=O)c1[nH]c2c(c1C)C(=O)C(C(=O)OC)C(C)C2 (stereo not drawn)
1.1	9	-2	0	COc1ccc(-c2nnc3ccc(SCC(=O)N4CCN(c5ccccc5)CC4)nn23)cc1
0.97	8	4	-9	O=C(CC1Oc2ccc(Cl)cc2NC1=O)NC1CCCCCC1 (stereo not drawn)
1.1	11	1	-6	CC1CCN(C(=O)CSc2nnc(CNC(=O)COc3ccc(Cl)cc3)o2)CC1
?	6	?	?	OCCCc1nc2n(n1)C(c1ccccc1Cl)C=C(c1cccs1)N2 (stereo not drawn)
0.88	8	?	?	Cc1ccc2c(c1)NC(=O)C(CC(=O)NCCCN1CCN(c3cc(C)ccc3C)CC1)O2 (stereo not drawn)
1	4	-1	7	CC1CCN(c2nnc(N3CCC(C)CC3)c3ccccc23)CC1
1.1	3	-1	-6	CSc1nc(C)cc(OCC(=O)N2CCOCC2)n1
1	1	2	-8	COC(=O)CNC(=O)c1cn(CC(C)C)c(=O)c2cc(OC)c(OC)cc12

Single records, from the list above. Values in the order: Autofluor Jurkat, LNCaP diff act, VLA-4 allo ag, VLA-4 antagonist
Shown for `COc1cc(-c2nnc(SCc3c(F)cccc3Cl)o2)cc(OC)c1OC` = 1.1, 6, ?, ?
Shown for `CC1CCN(C(=O)CSc2nnc(Cc3cc(=O)[nH]c(=O)[nH]3)n2-c2ccc(Cl)cc2)CC1` = 1, 7, 0, -3
Shown for `O=C(CC1Oc2ccc(Cl)cc2NC1=O)NC1CCCCCC1` (stereo not drawn) = 0.97, 8, 4, -9

Going on with the list.
Autofluor Jurkat	LNCaP diff act	VLA-4 allo ag	VLA-4 antagonist	compound
0.98	6	-3	4	CCOC(=O)N1CCC(NC(=O)COc2cc(=O)n(C)c3ccccc23)CC1
1	10	3	15	CSc1nc(-c2ccco2)nn1C(=O)c1ccco1
0.9	4	11	-8	CCCCOCCCNC(=O)c1ccc(NC(C)=O)cc1
1.1	1	-5	-1	CCOC(=O)C1CCN(C(=O)CCNC(=O)Cn2ccc3ccccc3c2=O)CC1
1.1	3	-6	0	COc1ccc(-c2nc(CSCC(=O)N3CCN(C(=O)c4ccco4)CC3)c(C)o2)cc1OC
1	9	1	0	O=C(CSc1nnc(Cn2c(=O)sc3ccccc32)n1-c1ccccc1)Nc1nccs1
0.93	9	6	0	CC1CCCC(N2CCN(C(=O)c3ccc(F)cc3)CC2)C1 (stereo not drawn)
1.1	8	-3	-12	CCOc1ccc(-n2c(SCC(=O)Nc3ccc(OC)cc3)nc3c(c2=O)SCC3)cc1
1	2	2	-11	O=C(Cn1ncc2c(=O)oc3ccccc3c21)NCCN1CCN(c2ccccc2F)CC1
1	15	-4	16	COC(=O)C1C(=O)c2c([nH]c(C(=O)OC3CCCCCC3)c2C)CC1C (stereo not drawn)
1	8	2	-8	CCOC(=O)CC(=O)c1cc(OC)c(OC)c(OC)c1
1	1	0	-11	COCCNC(=O)CN1CCOc2ccccc21
1.1	13	2	-26	CCN(CC)C(=O)c1ccc(NS(=O)(=O)c2ccccc2)cc1
1.1	10	0	-5	CCCN1Cc2cccc(C(=O)NCc3ccc4c(c3)OCO4)c2C1=O
1	7	2	-16	COc1ccc(C2CC(c3ccc(OC)cc3)n3nc(N)nc3N2)cc1 (stereo not drawn)
0.99	6	-7	-7	O=C(NCc1ccc(F)cc1)C1CCC(=O)N1C1CCCCC1 (stereo not drawn)
0.97	3	1	-18	CC(C)C(NC(=O)c1ccc(S(=O)(=O)N2CCOCC2)cc1)c1nc2ccccc2[nH]1 (stereo not drawn)
1.1	6	-4	-18	O=C(c1ccc(Cl)cc1)N(Cc1cccs1)C1CCS(=O)(=O)C1 (stereo not drawn)
1.1	6	8	-11	CCSC1=NCN(CCCC(=O)O)CN1
1	3	-4	-18	Cc1ccccc1-n1c(Cn2c(=O)sc3ccccc32)nnc1SCC(=O)N1CCOCC1

Some of the entries above in another layout.
CCOC(=O)N1CCC(NC(=O)COc2cc(=O)n(C)c3ccccc23)CC1
  Autofluor Jurkat: 0.98 | LNCaP diff act: 6 | VLA-4 allo ag: -3 | VLA-4 antagonist: 4
CSc1nc(-c2ccco2)nn1C(=O)c1ccco1
  Autofluor Jurkat: 1 | LNCaP diff act: 10 | VLA-4 allo ag: 3 | VLA-4 antagonist: 15
CCCCOCCCNC(=O)c1ccc(NC(C)=O)cc1
  Autofluor Jurkat: 0.9 | LNCaP diff act: 4 | VLA-4 allo ag: 11 | VLA-4 antagonist: -8

Going on with the list:
Autofluor Jurkat	LNCaP diff act	VLA-4 allo ag	VLA-4 antagonist	compound
0.99	20	0	-24	CC(=O)C1=C(O)C(=O)N(c2ccc(C(=O)O)cc2)C1c1ccccc1 (stereo not drawn)
0.99	4	-2	0	CCC(C)NC(=O)CCNS(=O)(=O)c1ccc(Br)cc1 (stereo not drawn)
1	9	2	-2	CCS(=O)(=O)NCCc1cc2cc(C)c(C)cc2[nH]c1=O
1	4	3	-21	O=C(CCCC1=NS(=O)(=O)c2ccccc2N1)N1CCN(c2ccccc2)CC1
0.97	2	7	15	O=C(Cn1cnc2ccccc2c1=O)NCC(=O)N1CCN(c2ccccn2)CC1
1.1	10	-2	-5	CCCCN(CC)S(=O)(=O)c1ccc2c(c1)CCCN2C(C)=O
1.1	10	0	48	CC(C)OC(=O)C1C(=O)CC(C)(O)C(C(=O)OC(C)C)C1c1cccc(O)c1 (stereo not drawn)
1.5	5	-17	44	CCOC(=O)c1c(C)oc2c1c1c(c3ccccc32)OCN(Cc2cccnc2)C1
0.93	9	1	8	CC1CCN(CCCNC(=O)C2CC(=O)N(C3CCCCCC3)C2)CC1 (stereo not drawn)
1.1	22	1	20	CCOc1ccc(OCC)c(NC(=O)CCn2cccc2)c1
0.98	2	-1	-7	COCCN1C(=O)C(=O)/C(=C(/O)c2cccc(OC)c2)C1c1ccncc1 (stereo not drawn)
1	2	-2	-58	CSC1=NCCN1C(=O)c1cccs1
1	2	0	-19	O=C(CCS(=O)(=O)c1cccc2nonc12)N1CCOCC1
1	0	-1	6	O=C(O)CCC(=O)NC1CCCCC1NC(=O)CCC(=O)O (stereo not drawn)
1.3	3	?	?	COc1ccc(Cn2c(=O)[nH]c3cc(C(=O)N4CCN(Cc5ccccc5)CC4)ccc3c2=O)cc1
1	8	-1	-1	O=C(CN1CCN(c2ccc(Cl)cc2)CC1)Nc1ccc(F)c(F)c1
1	5	4	22	O=C(CN1CCN(c2ccccc2F)CC1)c1ccc2c(c1)OCO2
1.3	2	?	?	O=C(NCc1ccc2c(c1)OCO2)C1CCCN(S(=O)(=O)c2cccc3nonc23)C1 (stereo not drawn)
1.1	13	?	?	CC(C)Sc1oc(-c2ccco2)nc1S(=O)(=O)c1ccccc1
1.3	4	?	?	CC(C)Sc1oc(-c2ccco2)nc1S(=O)(=O)c1ccc(F)cc1
0.98	8	-8	5	O=C(O)Cc1ccccc1C(=O)O
1	6	-6	-11	COc1ccc(Cl)cc1S(=O)(=O)N1CCN(C(=O)COc2ccccc2)CC1

This is a subset; count on the stated rates, not on these rows.
